High-throughput results deposited in PubChem BioAssay by several laboratories.
DDE Tn6 FP inh = inhibitors of Tn6 peptide binding to fibrin DD(E), primary screen, biochemical, fluorescence polarization, human fibrin, Tn6 probe; Fibrin DD(E) TRITC-Tn6 fluorescence polarization displacement; 370,000 tested, 0.21% active; Fibrinogen beta chain (Homo sapiens), P02675; AID 720509, 2013; inhibition, % at 8.3 µM;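 active = inhibition above a per-campaign cutoff: mean of compounds within control limits plus 3 SD, cut at about 15% in these data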;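 also: 0% = median of all compound wells on the plate and 100% = blocking peptide control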
Target sequence (P02675 whole entry, looked up): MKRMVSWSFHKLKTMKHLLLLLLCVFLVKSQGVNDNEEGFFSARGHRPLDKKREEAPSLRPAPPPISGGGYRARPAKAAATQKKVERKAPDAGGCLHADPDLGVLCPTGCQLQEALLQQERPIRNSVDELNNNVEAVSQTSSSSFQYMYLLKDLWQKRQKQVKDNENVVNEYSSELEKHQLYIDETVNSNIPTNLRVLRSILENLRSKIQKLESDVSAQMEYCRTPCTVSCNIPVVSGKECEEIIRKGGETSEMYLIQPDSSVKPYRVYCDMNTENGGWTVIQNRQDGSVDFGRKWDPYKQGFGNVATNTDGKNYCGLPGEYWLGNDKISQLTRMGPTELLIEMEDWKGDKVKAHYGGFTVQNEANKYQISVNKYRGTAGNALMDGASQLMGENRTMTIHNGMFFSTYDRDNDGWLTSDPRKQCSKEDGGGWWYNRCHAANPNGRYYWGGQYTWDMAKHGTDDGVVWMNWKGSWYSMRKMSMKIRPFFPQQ
sPLA2-III inh = human group III sPLA2 inhibitors, primary screen, biochemical, QFRET, BODIPY PC-A2 liposome substrate. Group 3 secretory phospholipase A2 (Homo sapiens), Q9NZ20. QFRET BODIPY PC-A2 liposome hydrolysis, fluorescence. inhibition, % at 12.2 µM. 370,000 tested, 0.56% active. AID 743126, 2013;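 active = inhibition above mean plus 3 SD of compounds lying within the high and low control bounds, cut at about 19% in these data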;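 also: 0% = median of test compound wells and 100% = no enzyme DMSO wells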
Target sequence (Q9NZ20 whole entry, looked up): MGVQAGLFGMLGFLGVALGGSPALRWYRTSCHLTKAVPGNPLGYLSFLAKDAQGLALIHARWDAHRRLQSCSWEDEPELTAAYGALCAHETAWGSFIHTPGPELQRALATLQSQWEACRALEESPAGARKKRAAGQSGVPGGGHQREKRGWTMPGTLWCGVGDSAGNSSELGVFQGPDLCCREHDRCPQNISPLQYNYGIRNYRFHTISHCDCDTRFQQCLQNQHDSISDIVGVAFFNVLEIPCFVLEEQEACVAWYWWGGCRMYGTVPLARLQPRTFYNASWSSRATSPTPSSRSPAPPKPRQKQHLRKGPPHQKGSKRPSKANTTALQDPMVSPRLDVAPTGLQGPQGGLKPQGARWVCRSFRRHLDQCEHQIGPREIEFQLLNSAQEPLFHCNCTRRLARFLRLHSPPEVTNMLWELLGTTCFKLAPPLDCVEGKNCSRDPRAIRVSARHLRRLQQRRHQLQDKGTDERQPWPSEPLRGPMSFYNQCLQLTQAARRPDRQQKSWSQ
NPR2 activator = human GC-B receptor activators, primary screen, HEK293 GC-B cells, cGMP TR-FRET, EC30 CNP. 370,000 tested, 0.11% active. Atrial natriuretic peptide receptor 2 (Homo sapiens), P20594. activation, % at 10 µM. 0% at EC30 CNP, 100% saturating CNP;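 active = activation at 10 µM reaching about 35% in either raw or pattern-adjusted values, limit read from the data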
NPR1 activator = GC-A stimulated cGMP production enhancers – HEK293 GC-A cells, cGMP TR-FRET, EC30 ANP, primary screen; Atrial natriuretic peptide receptor 1 (Homo sapiens), P16066; 0% at EC30 ANP, 100% saturating ANP; activation, % at 10 µM; 370,000 tested, 0.14% active; in the data active = activation above about 40%
rCAG binder = binders of r(CAG) RNA repeats, primary screen, biochemical, fluorescence. r(CAG) RNA repeat, TO-PRO-1 dye displacement fluorescence. inhibition, % at 3 µM. 370,000 tested, 1.3% active;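 active = inhibition above the plate cutoff, the mean of all test compounds on that plate plus 3 SD, cut at about 35% in these data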;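 also: 0% = DMSO alone and 100% = 100 µM mitoxantrone as full dye displacement; higher means more dye released from RNA so lower well fluorescence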
ARFGAP1 inh = inhibitors of rat ARFGAP1 GAP activity, primary screen, biochemical, fluorescence polarization, GDP tracer. 360,000 tested, 0.26% active. ADP-ribosylation factor GTPase-activating protein 1 (Rattus norvegicus), Q62848. inhibition, % at 16.5 µM. Arfgap1-stimulated ARF1 GTP hydrolysis, GDP FP detection. AID 651572, 2012;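 active = inhibition above a per-plate limit, mean inhibition of low control wells plus 3 SD, cut at about 25% in these data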;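 also: 0% = DMSO wells with enzyme and 100% = wells lacking Arfgap1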
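Material: rat Arfgap1 GAP domain (His6, aa 1-136), purified enzyme. Also added: human ARF1(Δ1-17)-GTP substrate. Compound dosing: 16.5 µM single point, 1.26% DMSO. Timing: enzyme reaction 120 min at 25 °C after 20 min preincubation. Signal: GDP detection by fluorescence polarization. Read-out basis: percent inhibition of GAP-stimulated GDP formation, scaled between DMSO and no-Arfgap1 medians.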
KLK7 zymogen act = proKLK7 zymogen activators, primary screen, biochemical, fluorescence intensity; Kallikrein-7 (Homo sapiens), P49862; activation, % at 7 µM; 370,000 tested, 0.9% active; purified proKLK7, EDANS-DABCYL substrate fluorescence; 100% is mature enzyme control, 0% vehicle; AID 652039, 2013;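 active = activation above the mean of all tested compounds plus 3 SD, computed per campaign excluding outliers beyond control limits, cut at about 13% in these data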
ASAP1 GAP inh = inhibitors of human ASAP1 ArfGAP activity, primary screen, biochemical, fluorescence polarization; Arf-GAP with SH3 domain, ANK repeat and PH domain-containing protein 1 (Homo sapiens), …; ASAP1-stimulated ARF1 GTP hydrolysis, GDP FP detection; inhibition, % at 16.5 µM; 360,000 tested, 0.19% active; in the data active = inhibition above about 25%;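 also: 0% = vehicle with enzyme and substrate and 100% = no enzyme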
ADAM10 inh = human ADAM10 inhibitors, primary screen, biochemical, QFRET, HTS | Disintegrin and metalloproteinase domain-containing protein 10 (Homo sapiens), O14672 | recombinant ADAM10, EDANS/DABCYL FRET peptide cleavage, 3 h | inhibition, % at 7 µM | 370,000 tested, 0.62% active | AID 720582, 2013;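 active = inhibition above a per-campaign cutoff equal to the mean of compounds falling between control-based bounds plus 3 SD, cut at about 20% in these data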;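 also: 0% = DMSO wells while the 100% control is not disclosed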
GAA850 FXN act = FXN promoter activators, primary screen, cell-based, luciferase luminescence, HEK293 lucGAA850; activation, % at 6 µM; 360,000 tested, 0.56% active; HEK293 lucGAA850 FXN promoter luciferase reporter, 24 h; percent of 10 µM SAHA response;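 active = activation above the average of all compounds screened plus 3 SD, cutoff fixed separately per campaign, cut at about 7.5% in these data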;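 also: 0% = DMSO wells and 100% = 10 µM SAHA wells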
An asterisk follows results filed as active; i = inactive; nt = not tested or not shown. Compounds as they come; overall some 4.5% were active at least once.

#	SMILES	DDE Tn6 FP inh	sPLA2-III inh	NPR2 activator	NPR1 activator	rCAG binder
1	CCOC(=O)C1=C(C)N=C2SC(C)C(=O)N2C1c1ccc(C(=O)OC)cc1 (stereo not given)	4	-18	-16	-17	9
2	O=C(NNC(=O)c1ccc(Cl)nc1)c1ccc(Br)cc1	-6	-6	3	-3	2
3	CCOC(=O)c1[nH]c(C)c(C(=O)c2ccc(C)cc2)c1C	9	-3	-2	-1	-1
4	NS(=O)(=O)c1ccc(NC(=O)COC(=O)COc2ccc(Br)cc2)cc1	0	-9	1	1	8
5	CN(Cc1ccccc1Cl)C(=O)c1cc2ccccc2o1	-1	-4	4	-1	1
6	O=C(O)C1CCCC2CN3CCc4c([nH]c5ccccc45)C3C(O)C21 (stereo not given)	9	-6	5	1	-3
7	O=[N+]([O-])c1cc(S(=O)(=O)Nc2ccccc2)ccc1Nc1ccccc1	1	-18	1	-3	12
8	C=CCNC(=O)c1sc(=S)n(-c2ccc(C(=O)OCC)cc2)c1N	0	5	3	7	-5

#	ARFGAP1 inh	KLK7 zymogen act	ASAP1 GAP inh	ADAM10 inh	GAA850 FXN act
1	-3	0.4	-1	3	0.3
2	9	-0.2	8	-5	1.4
3	-9	-0.3	7	3	-0.9
4	9	-0.1	10	-1	-0.9
5	8	-0.2	11	11	2.4
6	-6	2.5	2	-65	1.0
7	7	-0.6	-22	11	2.5
8	-4	0.1	8	1	0.4

Additional structures
#	SMILES	DDE Tn6 FP inh	sPLA2-III inh	NPR2 activator	NPR1 activator	rCAG binder
9	CS(=O)(=O)N(CCc1ccccc1)CC(=O)NCc1ccncc1	-5	3	-2	0	-3
10	O=C1N(Cc2ccccc2)CC2(Br)COCOC12O (stereo not given)	2	-48	1	7	4
11	O=C(CCCOc1ccccc1)OCn1nnc2ccccc2c1=O	5	-3	nt	nt	-6
12	COc1ccc(C(C)NCCC(c2ccc(OC(C)C)cc2)c2ccccc2OC)cc1 (stereo not given)	-3	-5	-6	-35	8
13	CC1CC(C)(C)CC2(C1)NC(=O)N(CC(=O)Nc1c(F)cccc1F)C2=O (stereo not given)	-4	5	0	1	1
14	CCOC(=O)CNC(=O)C1c2cc(OC)c(OC)cc2C(=O)N(C)C1c1ccccc1F (stereo not given)	-4	10	-9	-31	-3
15	COc1ccc(N2CCN(C(=O)[C@H](Cc3c[nH]c4ccccc34)NC(C)=O)CC2)cc1	6	-9	-5	-22	-4
16	O=C(CNC(=O)c1cccc(N2C(=O)c3ccccc3C2=O)c1)Nc1ccc(F)c(F)c1	-5	18	-3	-4	3

#	ARFGAP1 inh	KLK7 zymogen act	ASAP1 GAP inh	ADAM10 inh	GAA850 FXN act
9	-11	-0.2	11	0	-3.0
10	6	0.1	-4	-1	0.1
11	0	-0.1	7	-11	0.1
12	-2	0.0	-2	9	-4.8
13	9	1.1	3	-4	-0.8
14	-4	-0.7	2	-9	-1.4
15	5	0.5	0	-8	-1.0
16	8	0.6	-11	-16	0.9

Following part.
#	SMILES	DDE Tn6 FP inh	sPLA2-III inh	NPR2 activator	NPR1 activator	rCAG binder
17	CCCCc1cn([C@@H](CCCCNC(=O)OC(C)(C)C)C(=O)N2CCN(C(=O)OC(C)(C)C)CC2)nn1	-5	-3	-7	1	-11
18	Cc1nnc(SCC(=O)Nc2sc3c(c2C(N)=O)CCCC3)[nH]c1=O	4	-2	1	-5	15
19	O=C(NCc1ccco1)c1[nH]c(C(F)(F)F)nc1-c1ccccc1	-6	6	-4	-3	3
20	CCN1CCN(C(=O)c2nn(-c3ccc(C)cc3)c(=O)c3c2c2ccccc2n3C)CC1	-17	3	-2	-1	-8
21	Cc1cccc(NC(=O)NC(C)C(c2cccs2)N2CCOCC2)c1 (stereo not given)	4	-1	-1	2	0
22	Cn1c(=O)c2c(nc(CN3CCC(C(N)=O)CC3)n2Cc2c(F)cccc2Cl)n(C)c1=O	-2	0	5	-2	-3
23	COc1ccc(CN(C)Cc2cc(=O)n3ccsc3n2)c(OC)c1OC	10	5	-2	2	-5
24	O=C(C1CCCCC1)N1CCC(c2nc3c(nnn3Cc3c(F)cccc3Cl)c(=O)[nH]2)CC1	0	5	-2	3	1

#	ARFGAP1 inh	KLK7 zymogen act	ASAP1 GAP inh	ADAM10 inh	GAA850 FXN act
17	-1	0.3	-10	2	0.7
18	7	0.6	-4	-13	-2.0
19	-3	-0.9	-9	-6	nt
20	4	0.1	-3	-14	3.1
21	2	0.9	-1	-6	2.1
22	3	0.4	-1	-10	1.8
23	7	-0.1	7	-17	0.2
24	2	0.4	4	-4	-0.3

Next part
#	SMILES	DDE Tn6 FP inh	sPLA2-III inh	NPR2 activator	NPR1 activator	rCAG binder
25	O=C(CN1CCOCC1)Nc1ccccc1	0	4	-1	3	-2
26	CCOc1ccc(C2/C(=C(\O)c3ccc4c(c3)OCCO4)C(=O)C(=O)N2CCCN2CCOCC2)cc1OC (stereo not given)	-3	-9	0	1	13
27	COc1ccc(C2Nc3ccccc3C(=O)N2Cc2ccncc2)cc1COc1ccc(NC(C)=O)cc1 (stereo not given)	-7	-5	-14	-11	nt
28	CCCCNC(=O)c1onc(CS(=O)(=O)c2ccccn2)c1C(=O)NCCCC	1	-7	0	-1	-7
29	COc1ccc(CNC(=O)c2c(F)c(F)c(F)c(F)c2F)cc1	-1	3	-1	-1	0
30	O=C(NCc1ccc(F)cc1)C(Cc1ccccc1)n1cccc1 (stereo not given)	5	-48	-3	2	0
31	CCCS(=O)(=O)NC(=O)C1(C)CCN(C(=O)c2c(F)ccc(C)c2F)C1 (stereo not given)	-6	15	2	1	0
32	COC(=O)[C@]12C[C@H](CC(=O)N3CCC(c4ccccc4)CC3)C(=O)N(Cc3cccc4ccccc34)C1=C[C@H](C1CCCC1)O[C@@H]2C	-7	10	5	4	10

#	ARFGAP1 inh	KLK7 zymogen act	ASAP1 GAP inh	ADAM10 inh	GAA850 FXN act
25	6	-0.6	8	-9	-1.0
26	0	0.3	-15	-2	1.9
27	nt	nt	nt	i	nt
28	2	1.0	16	3	1.8
29	-5	0.2	-1	7	-0.2
30	1	0.7	-3	4	0.0
31	-9	-0.6	-6	-3	-1.9
32	nt	-0.1	nt	-5	nt

(continued)
#	SMILES	DDE Tn6 FP inh	sPLA2-III inh	NPR2 activator	NPR1 activator	rCAG binder
33	CN(C)CCCOc1nn(Cc2ccccc2)c2ccccc12	6	-5	2	-4	0
34	CCOc1ccc2nc(SCc3cccc(C)c3)nc(C)c2c1	14	0	-3	-3	2
35	Cc1ccc(S(=O)(=O)NCCC(=O)Nc2ccc(S(=O)(=O)NC(C)C)cc2)cc1	2	-30	-2	3	3
36	CC(=O)Nc1cn(-c2ccccc2)nc1-c1ccccc1	-9	3	nt	nt	0
37	O=C(Nc1ccc(N2CCCC2)c(Cl)c1)c1ccc([N+](=O)[O-])o1	-3	6	-8	2	0
38	CN(CC(=O)NNC(=O)CCNS(=O)(=O)c1ccccc1)S(=O)(=O)c1ccc(Cl)cc1	3	-11	1	3	2
39	CCCCOc1cccc(C(=O)Nc2ccc(NC(=O)c3ccco3)cc2)c1	7	-1	4	-5	0
40	COc1ccc(/C=N/OCC(=O)Nc2cc(C)on2)cc1OC	2	3	3	3	-2

#	ARFGAP1 inh	KLK7 zymogen act	ASAP1 GAP inh	ADAM10 inh	GAA850 FXN act
33	-12	-0.5	3	-10	-0.2
34	-5	-0.3	-1	0	2.1
35	4	0.0	20	6	-2.4
36	-7	-1.1	10	-9	2.1
37	7	0.8	-13	6	18*
38	-2	-0.1	1	6	1.6
39	0	-0.1	8	-1	-0.2
40	11	-0.3	-7	1	0.9

(list continues)
#	SMILES	DDE Tn6 FP inh	sPLA2-III inh	NPR2 activator	NPR1 activator	rCAG binder
41	CCN(CC(=O)NC(C)(C)C)C(=O)c1ccc(Br)cc1	-4	2	1	-5	5
42	CCOc1cc(/C=N/NC(=O)C(N)=O)cc(Br)c1O	0	-3	-7	-10	36*
43	COc1cc(/C=N/NC(=O)CCN2CCN(C(c3ccccc3)c3ccccc3)CC2)ccc1O	-5	-23	-19	-13	0
44	COc1ccccc1N1CCN(C(=O)CCn2c(=O)[nH]c3ccccc3c2=O)CC1	2	7	-11	-5	1
45	COc1ccc(S(=O)(=O)NCC2CCC(C(=O)NCc3ccc(F)cc3)CC2)cc1 (stereo not given)	3	0	0	1	-5
46	COc1ccc(N/C=C/C(=O)c2cc(OC)c(OC)c(OC)c2)cc1	2	-20	-1	-6	-5
47	CC1(CCBr)C(=O)N(c2ccccc2)c2ccccc21 (stereo not given)	-5	1	-3	-6	-6
48	Clc1ccc(-c2ccc(C=Nc3ccc(N4CCOCC4)cc3)o2)cc1	-2	10	-15	11	7
49	CN(CCc1ccccc1)C(C(=O)Nc1ccc2c(c1)OCCO2)c1ccnc2ccccc12 (stereo not given)	0	-20	0	1	5
50	CCc1ccc(OCC(=O)Nc2ccc(S(=O)(=O)Nc3ccccn3)cc2)cc1	5	-29	-2	2	8

#	ARFGAP1 inh	KLK7 zymogen act	ASAP1 GAP inh	ADAM10 inh	GAA850 FXN act
41	2	0.3	-1	17	-0.3
42	4	-0.1	2	2	0.2
43	4	-4.5	1	-11	-2.1
44	7	-0.2	-15	-15	-1.6
45	-14	0.2	2	-7	-1.3
46	10	-0.1	16	-5	0.9
47	7	0.6	-13	-1	-0.6
48	-2	-1.8	0	-38	0.7
49	8	0.2	3	4	nt
50	-3	0.3	-16	-23	0.0

In the list so far, these have a furan ring, fused or not:
#	SMILES	DDE Tn6 FP inh	sPLA2-III inh	NPR2 activator	NPR1 activator	rCAG binder
5	CN(Cc1ccccc1Cl)C(=O)c1cc2ccccc2o1	-1	-4	4	-1	1
19	O=C(NCc1ccco1)c1[nH]c(C(F)(F)F)nc1-c1ccccc1	-6	6	-4	-3	3
37	O=C(Nc1ccc(N2CCCC2)c(Cl)c1)c1ccc([N+](=O)[O-])o1	-3	6	-8	2	0
39	CCCCOc1cccc(C(=O)Nc2ccc(NC(=O)c3ccco3)cc2)c1	7	-1	4	-5	0
48	Clc1ccc(-c2ccc(C=Nc3ccc(N4CCOCC4)cc3)o2)cc1	-2	10	-15	11	7

#	ARFGAP1 inh	KLK7 zymogen act	ASAP1 GAP inh	ADAM10 inh	GAA850 FXN act
5	8	-0.2	11	11	2.4
19	-3	-0.9	-9	-6	nt
37	7	0.8	-13	6	18*
39	0	-0.1	8	-1	-0.2
48	-2	-1.8	0	-38	0.7
